Assay outcomes deposited in PubChem BioAssay by Sanford-Burnham Center for Chemical Genomics.
NALP3 yeast inh: NALP3 inflammasome inhibitors in reconstituted yeast, primary screen, luminescence, uHTS | Yeast reconstituted NLRP3/ASC/caspase-1, beta-gal luminescence, 24 h | inhibition, % at 10 µM | 330,000 compounds, 0.39% hits | AID 2825, 2010;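 active = inhibition of 50% or more; inactive = inhibition below 50%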;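 note: plate controls were induced DMSO wells for no effect and uninduced yeast grown without galactose for full effect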
mIAP activ: activators of mouse IAP, primary screen, biochemical, luminescence, uHTS. muIAP, CDP-Star luminescence, 30 min; hits give high values; 1 = vehicle-only enzyme signal, 0 = enzyme-free wells. activation factor at 10 µM. AID 2805, 2010. 330,000 compounds, 0.24% hits;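 active = activation factor of at least 2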; note: the source names both 10 and 20 µM as test concentration; values of inactives mirror those of a sister screen read the other way
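System: Mouse IAP enzyme | Also added: CDP-Star substrate | Dosing: Compounds dispensed in DMSO | Schedule: 30 min enzyme-substrate-compound incubation at room temperature | Technique: Chemiluminescence readout | Control set: DMSO-only wells and no-enzyme negative control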
A3A deaminase: APOBEC3A ssDNA deaminase inhibitors, primary screen, selectivity assay for APOBEC3G inhibitor project, biochemical, FAM/TAMRA oligo cleavage fluorescence; inhibition, % at 20 µM; 330,000 compounds, 0.41% hits; AID 493011, 2011; recombinant A3A, FAM/TAMRA ssDNA deamination fluorescence;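 active = at least 40% inhibition at 20 µM here, with at most 30% in a related deaminase screen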;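 note: plate controls were A3A with DMSO for no effect and wells lacking A3A enzyme for full effect; some results filed as inactive read as strong as hits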
Target sequence (P31941 whole entry, looked up): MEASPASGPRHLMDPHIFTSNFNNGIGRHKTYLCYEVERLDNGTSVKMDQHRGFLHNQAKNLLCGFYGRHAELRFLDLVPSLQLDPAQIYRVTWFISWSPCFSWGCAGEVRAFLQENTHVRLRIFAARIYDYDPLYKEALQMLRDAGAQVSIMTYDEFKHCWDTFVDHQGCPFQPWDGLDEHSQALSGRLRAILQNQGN
mIAP inh: inhibitors of mouse IAP, primary screen, biochemical, luminescence, uHTS | intestinal alkaline phosphatase [Mus musculus] | purified mouse IAP, CDP-Star luminescence, 30 min | inhibition, % at 10 µM | 330,000 compounds, 0.2% hits | AID 2806, 2010;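 active = inhibition of at least 40% at 10 µM in the primary screen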;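 note: plate controls were DMSO with enzyme for no effect and no enzyme wells for full effect; values of inactives mirror those of a sister screen read the other way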
hIAP act: human IAP activators, primary screen, biochemical, luminescence, uHTS | Intestinal-type alkaline phosphatase (Homo sapiens), P09923 | purified human IAP, CDP-Star luminescence, 30 min; hits give high values; 1 = vehicle-only enzyme, 0 = enzyme-free background | activation factor at 10 µM | 330,000 compounds, 0.16% hits | AID 2524, 2010;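 active = activation factor of the enzyme at least 2-fold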; note: the source names both 10 and 20 µM as test concentration; values of inactives mirror those of a sister screen read the other way
Target sequence (P09923 whole entry, looked up): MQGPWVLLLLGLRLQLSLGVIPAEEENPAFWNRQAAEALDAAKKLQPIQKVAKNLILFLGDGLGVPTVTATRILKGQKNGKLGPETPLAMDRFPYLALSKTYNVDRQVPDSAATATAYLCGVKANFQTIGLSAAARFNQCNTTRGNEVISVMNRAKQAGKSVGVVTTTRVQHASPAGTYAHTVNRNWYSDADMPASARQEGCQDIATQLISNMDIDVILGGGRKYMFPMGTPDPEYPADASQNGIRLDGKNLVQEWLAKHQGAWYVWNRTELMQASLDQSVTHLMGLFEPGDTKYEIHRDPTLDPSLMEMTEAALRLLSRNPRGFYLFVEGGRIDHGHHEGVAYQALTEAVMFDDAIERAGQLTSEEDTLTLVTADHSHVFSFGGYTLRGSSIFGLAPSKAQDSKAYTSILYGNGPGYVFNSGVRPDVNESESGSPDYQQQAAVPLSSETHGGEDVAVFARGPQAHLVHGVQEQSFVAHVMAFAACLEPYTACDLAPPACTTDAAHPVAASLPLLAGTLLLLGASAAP
A3G deaminase: APOBEC3G DNA deaminase inhibitors, primary screen, biochemical, fluorescence, single-stranded DNA substrate, uHTS | 330,000 compounds, 0.28% hits | inhibition, % at 20 µM | DNA dC->dU-editing enzyme APOBEC-3G (Homo sapiens), Q9HC16 | recombinant A3G, ssDNA deamination FAM/TAMRA fluorescence;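 active = inhibition of at least 40% at 20 µM, with no more than 30% in the related APOBEC3A deaminase screen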;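 note: plate controls were DMSO wells with A3G for no effect and wells lacking A3G enzyme for full effect; some compounds called inactive have numbers as strong as hits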
SENP1 FRET inh: human SENP1 catalytic domain inhibitors, primary screen, biochemical, FRET, uHTS; 360,000 compounds, 0.21% hits; Sentrin-specific protease 1 (Homo sapiens), Q9P0U3; inhibition, % at 10 µM; AID 624204, 2012; recombinant SENP1 catalytic domain, CyPet-SUMO1-YPet FRET cleavage;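 active = inhibition at least 30% at 10 µM, raw YFP signal under a set limit, fluorescence ratio 0.5 to 1.5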;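 note: 0% = enzyme with DMSO and 100% = no enzyme wells; some results filed as inactive read as strong as hits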
Target sequence (Q9P0U3 419-644 limits assumed): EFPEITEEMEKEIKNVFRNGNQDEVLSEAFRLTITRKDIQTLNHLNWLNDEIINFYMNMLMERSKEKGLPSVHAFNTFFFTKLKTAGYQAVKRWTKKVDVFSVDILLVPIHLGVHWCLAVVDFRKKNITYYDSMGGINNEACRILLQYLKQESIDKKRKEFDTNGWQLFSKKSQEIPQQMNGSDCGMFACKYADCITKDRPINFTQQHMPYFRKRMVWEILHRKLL
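Test system: recombinant human SENP1 catalytic domain, His6-tagged / Medium: pH 8 Tris buffer with EDTA, NaCl, BME, BSA, NP40, catalase / Also added: SUMO1 FRET substrate flanked by Cypet and Ypet, 25 nM / Times: 50 min reaction at room temperature / Signal: FRET, CFP and YFP emission / Control set: no-enzyme low control and enzyme-plus-DMSO high control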
hIAP block: human IAP inhibitors, primary screen, biochemical, luminescence, uHTS. Intestinal-type alkaline phosphatase (Homo sapiens), P09923. purified IAP, CDP-Star luminescence, 30 min. inhibition, % at 10 µM. 330,000 compounds, 0.12% hits. AID 2544, 2010;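 active = inhibition reaching a set limit with compound at 10 µM in the primary screen, cut at about 35% in these data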;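 note: plate controls were DMSO wells with enzyme for no effect and no-enzyme buffer wells for full effect; values of inactives mirror those of a sister screen read the other way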
beta cell repl: inducers of MIN6 beta-cell proliferation, primary screen, ATP luminescence, uHTS | MIN6 cells proliferation, ATPlite luminescence, 48 h; cells starved in 0.2% serum; 100% = growth in 10% serum | proliferation, % at 10 µM | 330,000 compounds, 0.29% hits | AID 2380, 2010;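 active = compounds whose signal lies at least 3.5 SD above the mean of all wells on their plate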;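 note: 0% = DMSO-treated cells in low-serum medium and 100% = 10% serum control; some compounds called inactive have numbers as strong as hits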
Starred values were filed as active, the others as inactive; · = not tested or not shown; & = joins results of further samples. Some of the compounds tested, so the mix of outcomes need not match the whole.

entry	compound	NALP3 yeast inh	mIAP activ	A3A deaminase	mIAP inh	hIAP act	A3G deaminase	SENP1 FRET inh	hIAP block	beta cell repl
1	CCCCCCC1CCC(c2nc(-c3ccncc3)no2)CC1 (stereo not given)	3	0.9	-3	10	0.78	-5	3	22	-2
2	CCN(CC)CCn1cnc2c1c(=O)n(CCOC(=O)c1cc(OC)c(OC)c(OC)c1)c(=O)n2C	12	1	3	-4	0.99	2	1	1	-2
3	CCN(CC(=O)NCc1ccc(F)cc1)C(=O)COc1ccc(C)c(C)c1	13	1	-3	-1	1.1	-5	3	-6	-2
4	COc1ccc(OC)c(CN2CCN(C(=O)CNC(=O)c3ccccc3F)CC2)c1	3	1	-4	-2	1.2	-9	1	-22	-2
5	CCOC(=O)C1CCN(C(=O)CCNC(=O)c2ccccc2OC)CC1	9	0.95	0	4	1.4	-9	1	-36	0
6	C=CCOc1ccc(C2=NO[C@@H]3[C@@H]4C[C@@H]([C@H]5C(=O)N(C)C(=O)[C@@H]45)[C@H]23)cc1	20	0.88	-2	12	0.77	-1	1	23	2
7	COc1ccccc1CNC(=O)COC(=O)Cc1c[nH]c2ccccc12	13	0.97	-2	3	0.99	-6	4	0	-1
8	CCCNc1nc(N2CCCC2)nc(N2CCCC2)n1	7	0.97	-4	3	1.1	-3	1	-9	1
9	CC(C)Cc1cc(C(=O)Nc2cc(C(F)(F)F)ccc2Cl)no1	8	0.94	0	6	0.88	-3	4	12	-2
10	O=C(Cn1nc(-c2ccccc2)c2ccccc2c1=O)NCCN1CCOCC1	11	0.94	-1	6	1.2	-2	2	-17	-2
11	CC(/C=C1\SC(=O)N(CC(=O)Nc2ccc(O)cc2)C1=O)=C\c1ccccc1	3	0.97	1	3	1	-3	0	-1	-5
12	CCOCCCNC(=O)/C(C#N)=C/c1ccc(C(=O)OC)cc1	18	1	-1	-2	1.1	-6	1	-12	-4
13	CCc1ccccc1NC(=O)C(CC)Sc1nc2cc3c(cc2c(=O)n1Cc1ccco1)OCO3 (stereo not given)	-12	1.3	3	-33	1.1	-7	-1	-6	-6
14	CCn1c(SCC(=O)Nc2ccc(OC)cc2OC)nc2nc3c(cc2c1=O)COC(C)(C)C3	17	0.95	-1	5	1	-4	4	-2	1
15	COc1ccc(C(=O)COC(=O)c2ccccc2NS(=O)(=O)c2ccc(O)c([N+](=O)[O-])c2)cc1	-1	0.91	-2	10	0.9	-4	2	10	-2
16	COC(=O)C(C)Sc1snnc1-c1ccccc1 (stereo not given)	-1	0.99	27	1	1.1	18	3	-8	0
17	Cn1cnc2cc(NC(=O)c3ccc(Cl)cc3)ccc21	14	0.99	-3	1	0.97	-8	0	3	5
18	COc1ccc(NC(=O)c2ccc(NCC3CCCO3)c([N+](=O)[O-])c2)cc1 (stereo not given)	11	0.91	-4	9	0.86	-6	1	14	-1
19	O=C(Cc1cn2ccsc2n1)Nc1ccccc1Oc1ccccc1	7	1.1	2	-10	1	1	-1	-4	0
20	Nn1c(SCC(=O)Nc2ccc(OC(F)F)cc2)nnc(Cc2ccccc2)c1=O	15	0.93	-3	7	1.1	-4	-1	-8	2
21	O=C(OC1CCOC1=O)c1cccc(S(=O)(=O)Nc2ccc(F)cc2)c1 (stereo not given)	4	0.98	-5	2	0.98	-9	1	2	0
22	CCCCNc1c(-c2ccc(SC3CCCCC3)cc2)nc2ccccn12	28	1	-1	-3	0.93	9	-28&-17	7	-7
23	COC(=O)c1ccc(COC(=O)CNC(=O)CNC(=O)c2ccc(C)cc2)cc1	6	0.97	0	3	0.87	-3	2	13	-4
24	O=C(CNC(=O)COc1ccccc1)NCc1cccnc1	-7	0.99	1	1	0.9	11	0	10	0
25	O=C1NCC(c2ccccc2)C1C(=O)N/N=C\c1ccc(-c2cccc(Cl)c2Cl)o1 (stereo not given)	23	0.98	0	2	0.84	3	3	16	-7
26	CC(C)(C)NC(=O)c1ccc(COc2ccccc2Br)o1	7	1	1	-1	0.85	-6	0	15	-3
27	CC1=C(C/C=C(\C)CCC[C@H](C)CCC[C@H](C)CCCC(C)C)C(=O)c2ccccc2C1=O	4	1	-5	-3	1.2	-11	-13	-17	-5
28	Oc1ccccc1CNc1ccc(Br)cn1	39	1.2	5	-23	1	5	1	-1	1
29	O=S(=O)(c1cccc2nsnc12)N1CCN(c2ncccn2)CC1	28	1.1	3	-10	0.99	0	-2	1	1
30	CSc1ccc(-c2nc(O)c3cnccn23)cc1	9	1	-2	-2	0.93	-2	-24	7	-2

Additional compounds.
nr	compound	NALP3 yeast inh	mIAP activ	A3A deaminase	mIAP inh	hIAP act	A3G deaminase	SENP1 FRET inh	hIAP block	beta cell repl
31	O=C(c1ccc([N+](=O)[O-])o1)N1CCc2ccccc21	24	0.95	1	5	0.85	-1	-1	14	-5
32	Cc1ccc(CNC(=O)C2(S(=O)(=O)c3ccc(C)cc3)CC2)cc1	42	0.95	-3	5	0.9	-8	3	10	0
33	Cc1ccc(C)n1-c1nc(=S)[nH][nH]1	1	0.78	1	22	1	59*	3	-5	-2
34	O=C(Cn1cc(C(=O)C2CC2)c2ccccc21)Nc1ccccc1Cl	20	1.2	0	-17	0.88	-12	0	12	-4
35	O=C1CS/C(=C\[N+](=O)[O-])N1c1ccc(OC(F)(F)F)cc1	9	0.98	-5	2	1	-8	1	0	-4
36	COc1cc(-c2noc(C)c2C(=O)NCc2ccc(C)o2)cc(OC)c1OC	6	0.97	-1	3	1	-1	-8	-1	0
37	O=C(c1sc2cccc(F)c2c1Cl)N1CCN(c2ncccn2)CC1	24	0.97	-1	3	0.97	0	-12	3	-2
38	COC(=O)Cn1cnc(C(=O)Nc2ccc(C)c(C)c2)n1	·	0.92	-2	8	·	4	3	·	·
39	O=Cc1cc(N=Nc2cccc(C(=O)O)c2)ccc1O	38	0.84	5	16	0.94	2	11	6	-1
40	CC(N=Cc1c(O)c2ccccc2oc1=O)C(=O)O (stereo not given)	12	0.96	-3	4	0.97	-3	0	2	-1
41	COc1ccc(N2CCN(C(=O)CNC(=O)c3ccccc3Cl)CC2)cc1	5	0.91	-4	9	0.96	-8	1	4	5
42	COc1cc(NC(=O)NCCN2CCN(c3ccccc3)CC2)cc(OC)c1OC	20	0.99	1	1	1.2	-7	1	-22	-1
43	CNC(=O)CSc1nc2cccnc2n1-c1ccc(F)cc1	36	1.1	1	-10	0.9	15	-2	10	-2
44	Cc1cc(SCc2ccccc2C)nc(=O)[nH]1	12	0.95	-3	5	1	-4	-4	-2	8
45	CC(C)C1Oc2cc3oc(=O)ccc3cc2C1=O (stereo not given)	22	1	2	-2	1	-4	-3	0	-1
46	CCOCCCN(C(=O)c1snc(C(N)=O)c1N)C(C(=O)NCCC(C)C)c1ccc(Cl)cc1 (stereo not given)	3	0.95	-2	5	1	-2	-13	-1	0
47	O=C1OCCN1C(=O)[C@H]1[C@H](c2ccc(F)cc2)C(c2ccccc2)=NN1c1ccccc1	·	1	4	0	·	5	-48	·	·
48	CSc1ncccc1C(=O)NCc1nnc2ccccn12	-4	1	-1	-2	0.88	-6	1	12	1
49	O=C(O)/C(=C\c1ccco1)NC(=O)c1ccccc1	3	0.97	2	3	1.3	2	2	-29	0
50	Fc1ccccc1-c1n[nH]c(=S)n1Cc1ccccc1	9	0.95	-6	5	0.86	29	1	14	0
51	Cc1cc(C)c(C)c(S(=O)(=O)ON2C(=O)c3ccccc3C2=O)c1C	23	1.1	-2	-8	0.97	-7	-1	3	-4
52	O=C(CN(Cc1ccco1)C(=O)c1cccc(Cl)c1)Nc1c(Cl)cc(Cl)cc1Cl	22	1.1	0	-10	1.1	-2	-1	-11	-4
53	O=C(NC1CC1)C1CCCN(C(=O)Nc2ccc(F)cc2)C1 (stereo not given)	-3	0.98	2	2	0.89	-1	3	11	-3
54	Cc1cc(NC(=O)CCCC(=O)N(c2ccccc2)C(C(=O)NC2CCCCC2)c2cccs2)no1 (stereo not given)	13	1	1	-2	0.89	0	1	11	-2
55	Cc1cc(=O)oc(C)c1C(=O)NCc1cccnc1	17	1	1	-3	0.95	-2	4	5	-3
56	O=C(CNC(=O)N1CC(=O)Nc2ccccc21)Nc1ccc(F)c(Cl)c1	2	1.1	1	-9	0.89	4	1	11	-2
57	COc1ccc(N(CC(=O)Nc2cc(OC)cc(OC)c2)S(=O)(=O)c2c(C)n[nH]c2C)cc1	21	1.2	-3	-16	1.6	-7	1	-63	-2

Laid out differently: 4 of the compounds above
(16) COC(=O)C(C)Sc1snnc1-c1ccccc1 (stereo not given)
  NALP3 yeast inh = -1; mIAP activ = 0.99; A3A deaminase = 27; mIAP inh = 1; hIAP act = 1.1; A3G deaminase = 18; SENP1 FRET inh = 3; hIAP block = -8; beta cell repl = 0
(5) CCOC(=O)C1CCN(C(=O)CCNC(=O)c2ccccc2OC)CC1
  NALP3 yeast inh = 9; mIAP activ = 0.95; A3A deaminase = 0; mIAP inh = 4; hIAP act = 1.4; A3G deaminase = -9; SENP1 FRET inh = 1; hIAP block = -36; beta cell repl = 0
(18) COc1ccc(NC(=O)c2ccc(NCC3CCCO3)c([N+](=O)[O-])c2)cc1 (stereo not given)
  NALP3 yeast inh = 11; mIAP activ = 0.91; A3A deaminase = -4; mIAP inh = 9; hIAP act = 0.86; A3G deaminase = -6; SENP1 FRET inh = 1; hIAP block = 14; beta cell repl = -1
(42) COc1cc(NC(=O)NCCN2CCN(c3ccccc3)CC2)cc(OC)c1OC
  NALP3 yeast inh = 20; mIAP activ = 0.99; A3A deaminase = 1; mIAP inh = 1; hIAP act = 1.2; A3G deaminase = -7; SENP1 FRET inh = 1; hIAP block = -22; beta cell repl = -1
